MCL1 BIM primary – disrupts human MCL1 binding to BIM-BH3 peptide; GST-MCL1 / FITC-Bim-BH3 fluorescence polarization; inhibition, % at 10.9 µM; 320,000 tested, 0.68% active; AID 2057;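 active = inhibition above the mean inhibition of all tested compounds plus 3 SD, set per campaign, cut at about 40% in these data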;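 also: 0% = DMSO wells and 100% = unlabeled Bim-BH3 peptide control; higher means more loss of mP so more displacement of Bim peptide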
GSTO1 inh – counter-screen for RBBP9 inhibitors: inhibitors of human GSTO1. inhibition, % at 5.96 µM. 300,000 tested, 1.1% active. recombinant GSTO1, activity-based probe fluorescence polarization. P78417;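 active = inhibition above the campaign mean inhibition plus 3 SD, cut at about 35% in these data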;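 also: 0% = GSTO1-1 with DMSO and 100% = wells lacking GSTO1-1 enzyme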
Fam108B counter – counter-screen for RBBP9 inhibitors: inhibitors of mouse Fam108B | recombinant Fam108B, FP-Rh probe fluorescence polarization | inhibition, % at 9.51 µM | 300,000 tested, 0.33% active;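 active = inhibition above the screen mean inhibition plus 3 SD, computed separately per campaign, cut at about 18% in these data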;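 also: inhibitors lower polarization as less probe binds the enzyme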
GLD-1 RNA inh – GLD-1-TGE RNA interaction inhibition (C. elegans); purified GLD-1 + fluorescein TGE RNA, fluorescence polarization; AID 2280; inhibition, % at 5.96 µM; 320,000 tested, 0.44% active; Q17339;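 active = percent inhibition above a per-plate cutoff, the plate mean of test compounds plus 3 SD, cut at about 30% in these data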;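 also: 0% = DMSO wells with GLD-1 and probe and 100% = wells lacking GLD-1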
Target sequence (Q17339 whole entry, looked up): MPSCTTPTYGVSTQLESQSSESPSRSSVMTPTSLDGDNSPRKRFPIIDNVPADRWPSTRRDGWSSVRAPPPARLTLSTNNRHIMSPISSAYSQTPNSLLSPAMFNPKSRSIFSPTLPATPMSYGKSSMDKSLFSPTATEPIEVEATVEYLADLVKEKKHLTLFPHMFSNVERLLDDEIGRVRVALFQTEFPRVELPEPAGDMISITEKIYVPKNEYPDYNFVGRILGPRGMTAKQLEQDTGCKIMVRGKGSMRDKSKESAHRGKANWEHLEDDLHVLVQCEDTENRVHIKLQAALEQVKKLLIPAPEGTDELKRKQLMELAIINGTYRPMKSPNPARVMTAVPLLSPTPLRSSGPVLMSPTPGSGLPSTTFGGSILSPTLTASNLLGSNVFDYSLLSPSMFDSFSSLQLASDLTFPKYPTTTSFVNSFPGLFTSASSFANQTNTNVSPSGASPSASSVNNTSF
PME-1 primary – blocks human protein phosphatase methylesterase 1; Q9Y570; recombinant PME-1, FP-Rh probe fluorescence polarization; inhibition, % at 5.9 µM; 320,000 tested, 0.53% active;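 active = inhibition above the campaign mean of all compounds plus 3 SD, cut at about 26% in these data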;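 also: competitive labeling of PME-1 active site by serine hydrolase directed probe; 0% = PME-1 with DMSO and 100% = wells lacking PME-1 enzyme; inhibitors block probe labeling so polarization falls and inhibition rises; many of its hits are not listed in these tables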
BCLXL inh – inhibitors of human Bcl-xL | Q07817 | GST-Bcl-xL / FITC-Bim BH3 peptide fluorescence polarization | inhibition, % at 10.9 µM | 320,000 tested, 0.7% active | AID 2129;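 active = inhibition above the mean of all tested compounds plus 3 SD, cutoff set per campaign, cut at about 30% in these data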;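 also: 0% = DMSO wells and 100% = unlabeled Bim-BH3 peptide competitor; inhibitors lower millipolarization by displacing the labeled peptide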
MEX-5 binding – C. elegans MEX-5 TCR-2 RNA binding activity; MEX-5/FITC-TCR2 RNA binding, fluorescence polarization; active compounds read low; activity score (negative = inhibition of binding), % at 10 µM; 300,000 tested, 0.38% active; AID 1832;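 active = inhibition past about -25% in most replicates, and total fluorescence under double the plate's negative control median, limit read from the data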;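 also: 0% = DMSO and -100% = 5 µM competing unlabeled TCR2 RNA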
Target sequence (Q9XUB2 whole entry, looked up): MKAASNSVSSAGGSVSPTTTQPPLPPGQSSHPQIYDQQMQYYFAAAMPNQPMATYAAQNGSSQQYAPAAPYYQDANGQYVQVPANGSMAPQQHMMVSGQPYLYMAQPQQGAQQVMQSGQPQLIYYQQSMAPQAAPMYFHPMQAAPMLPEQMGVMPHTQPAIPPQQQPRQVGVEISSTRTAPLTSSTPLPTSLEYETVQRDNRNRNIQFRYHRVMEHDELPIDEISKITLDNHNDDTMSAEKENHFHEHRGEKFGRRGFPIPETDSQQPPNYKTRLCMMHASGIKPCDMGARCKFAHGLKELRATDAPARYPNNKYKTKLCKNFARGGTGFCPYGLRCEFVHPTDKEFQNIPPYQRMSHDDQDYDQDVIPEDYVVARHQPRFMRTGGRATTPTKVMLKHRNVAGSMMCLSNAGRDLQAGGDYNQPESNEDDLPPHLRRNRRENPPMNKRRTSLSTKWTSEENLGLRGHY
TPT1 inh – C. albicans TPT1 enzyme inhibition; recombinant caTPT1, FP RNA substrate dephosphorylation; inhibition, % at 5 µM; 300,000 tested, 0.81% active; AID 1962;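 active = inhibition above the mean of all tested compounds plus 3 SD, set per screening campaign, cut at about 24% in these data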;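 also: plate controls were DMSO alone for no effect and ferristatin control at 100 nM for full effect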
PAD4 FP inh – blocks human protein arginine deiminase 4; Q9UM07; recombinant PAD4, RCA probe fluorescence polarization; inhibition, % at 6.36 µM; 330,000 tested, 0.41% active;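 active = percent inhibition above a cutoff equal to the mean of all tested compounds plus 3 SD, cut at about 15% in these data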;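 also: 0% = PAD4 with RCA probe and DMSO and 100% = probe without PAD4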
Numbers without * were called inactive; . = no result given. These rows are one share of the data; count on the stated rates, not on these rows.

SMILES | MCL1 BIM primary | GSTO1 inh | Fam108B counter | GLD-1 RNA inh | PME-1 primary | BCLXL inh | MEX-5 binding | TPT1 inh | PAD4 FP inh
COc1cc2c(cc1OC)CN(CC(=O)Nc1ccc(S(=O)(=O)N3CCCC3)cc1)CC2 | 3 | 5 | -9 | -1 | -5 | 1 | -1.2 | 0 | -14
CC12CCC(C(=O)N/N=C/c3ccc(O)cc3O)(OC1=O)C2(C)C (stereo not drawn) | -2 | 3 | 7 | -1 | -7 | -2 | -0.5 | -6 | -3
Cc1ccc(CN2[C@@H](CC3CCCCC3)COCCS2(=O)=O)cc1 | 7 | -1 | -1 | 9 | 3 | 4 | -1.2 | -3 | 2
CCOc1ccccc1/C=C(/NC(=O)c1ccccc1)C(=O)NCC(=O)O | 3 | 0 | -1 | 2 | 5 | 1 | -1.2 | -3 | -1
Cc1ccc(-c2nnc(Nc3ccc(CC(N)=O)cc3)c3ccccc23)cc1S(=O)(=O)NCC1CCCO1 (stereo not drawn) | -2 | 6 | 1 | 5 | 2 | 1 | -0.1 | 2 | -4
CSCCNC(C)=O | -8 | -5 | -7 | -8 | -1 | -6 | 2.8 | -3 | -9
Cc1ccc(-c2noc(-c3ccccc3Br)n2)cc1 | 7 | -1 | -7 | -4 | -12 | 6 | 0.6 | 3 | -9
O=C(NCc1ccccc1Br)c1ccc2c(c1)OCCO2 | 2 | 0 | 2 | 1 | 1 | 0 | 1.6 | 0 | -1
Cc1oc(-c2ccccc2F)nc1CS(=O)(=O)CC(=O)N1CCN(c2ccccc2)CC1 | 4 | 2 | 0 | -5 | 0 | 2 | -1.1 | -1 | -3
CCc1ccc(-c2csc(NC(=O)C3CC(=O)N(c4ccc5c(c4)OCCO5)C3)n2)cc1 (stereo not drawn) | -17 | -7 | -4 | 3 | -5 | -8 | 1.4 | 3 | -4
CSCCC1NC(=O)NC1=O (stereo not drawn) | 8 | 4 | 3 | -3 | -1 | 4 | 1.0 | -5 | 0
Cc1nc(N2CCN(C(=O)c3ccco3)CC2)nc2c1C(=O)CC(C)C2 (stereo not drawn) | -2 | 10 | 0 | 2 | 0 | 1 | -2.2 | -1 | -5
CN=c1sc2ccccc2n1CC(O)COc1ccccc1 (stereo not drawn) | 3 | -3 | 2 | 2 | 6 | 0 | . | 2 | 2
COc1ccc(S(=O)(=O)N(CC(=O)NN=C2CCN(C)CC2)c2cc(Cl)ccc2OC)cc1OC | 4 | -3 | -2 | 4 | -2 | 1 | 1.7 | -3 | -2
Cc1ccc(S(=O)(=O)N2CCN(CC(=O)NC(=O)NCc3ccccc3)CC2)cc1C | -4 | 8 | 2 | 11 | 8 | 6 | 2.6 | -5 | -2
CCCCCN(C(=O)CCC(=O)OCC(=O)Nc1cccc(CC)c1)c1c(N)n(CCCC)c(=O)[nH]c1=O | 0 | -1 | 2 | 1 | -3 | 1 | -1.8 | 3 | -1
CCOC(=O)c1[nH]c(C)c(C(=O)Nc2ccc3c(c2)CCC3)c1C | 1 | 2 | 1 | 6 | -1 | -3 | -2.5 | 0 | 1
O=C(O)c1cnn(-c2ccccc2)c1C(F)(F)F | 9 | -2 | -2 | -3 | -2 | 0 | 0.8 | -5 | -8
O=C(CN1CCN(c2ccc(F)cc2)CC1)Nc1ccccc1[N+](=O)[O-] | 7 | 2 | -3 | -5 | -2 | -1 | 0.2 | 3 | -6
O=C(Nc1cccc(Cl)c1N1CCCC1)c1cccc(-c2cc3ccccc3oc2=O)c1 | 3 | -7 | -5 | 3 | 0 | 0 | 1.9 | -4 | 0

7 of the compounds above, tab-delimited:
SMILES	MCL1 BIM primary	GSTO1 inh	Fam108B counter	GLD-1 RNA inh	PME-1 primary	BCLXL inh	MEX-5 binding	TPT1 inh	PAD4 FP inh
CSCCC1NC(=O)NC1=O (stereo not drawn)	8	4	3	-3	-1	4	1.0	-5	0
Cc1nc(N2CCN(C(=O)c3ccco3)CC2)nc2c1C(=O)CC(C)C2 (stereo not drawn)	-2	10	0	2	0	1	-2.2	-1	-5
CN=c1sc2ccccc2n1CC(O)COc1ccccc1 (stereo not drawn)	3	-3	2	2	6	0	.	2	2
COc1ccc(S(=O)(=O)N(CC(=O)NN=C2CCN(C)CC2)c2cc(Cl)ccc2OC)cc1OC	4	-3	-2	4	-2	1	1.7	-3	-2
Cc1ccc(S(=O)(=O)N2CCN(CC(=O)NC(=O)NCc3ccccc3)CC2)cc1C	-4	8	2	11	8	6	2.6	-5	-2
CCCCCN(C(=O)CCC(=O)OCC(=O)Nc1cccc(CC)c1)c1c(N)n(CCCC)c(=O)[nH]c1=O	0	-1	2	1	-3	1	-1.8	3	-1
CCOC(=O)c1[nH]c(C)c(C(=O)Nc2ccc3c(c2)CCC3)c1C	1	2	1	6	-1	-3	-2.5	0	1

Following part:
SMILES | MCL1 BIM primary | GSTO1 inh | Fam108B counter | GLD-1 RNA inh | PME-1 primary | BCLXL inh | MEX-5 binding | TPT1 inh | PAD4 FP inh
O=C(C1CCCCC1)N1CCN(c2ncccn2)CC1 | 5 | -1 | 3 | -2 | -6 | 3 | 0.2 | 1 | -1
O=C(COc1ccc(Cl)cc1)NCc1nnc(SCC(=O)Nc2ccccc2)o1 | 0 | 7 | 1 | -3 | 2 | -3 | -1.6 | -1 | -5
COc1cccc2sc(N(CCCN(C)C)C(=O)c3ccc(S(=O)(=O)N4CCc5ccccc5C4)cc3)nc12 | 2 | 0 | 0 | -3 | -1 | 3 | -0.1 | -3 | -6
CCCc1nc2nc(C)c(NS(=O)(=O)c3ccc(F)cc3)c(=O)n2[nH]1 | 5 | -4 | -1 | 6 | -5 | 4 | 0.9 | -3 | 5
O=C(CCN1CCN(CC(=O)Nc2ccccc2Cl)CC1)Nc1ccccc1F | 2 | -6 | 1 | -3 | 1 | 7 | 0.8 | -2 | 0
CC(C)N(C(=O)Cn1cc(S(=O)(=O)CC(=O)NCc2ccc(F)cc2)c2ccccc21)C(C)C | 7 | 6 | -1 | 3 | 2 | 8 | -2.0 | -2 | -4
C=C1CC[C@H](O)C/C1=C/C=C1\CCC[C@]2(C)[C@@H]([C@H](C)/C=C/[C@H](C)C(C)C)CC[C@@H]12 | 17 | 6 | -1 | -1 | -3 | 12 | . | -3 | -4
O=C(COc1ccc(S(=O)(=O)N2CCOCC2)cc1)N1CCN(c2ccccc2)CC1 | 9 | 13 | -3 | -4 | -7 | 0 | -0.2 | -2 | 4
CN(Cc1cc2ccccc2[nH]c1=O)S(=O)(=O)c1ccccc1 | -4 | -3 | 3 | 0 | 3 | -4 | -0.4 | 0 | 2
O=C(c1ccc(S(=O)(=O)NCC2CCCO2)cc1)N1CCN(c2ccccc2F)CC1 (stereo not drawn) | 13 | 1 | -3 | 1 | 0 | 12 | 1.2 | 0 | 1

Random excerpt: three records from the list, in no set order.
SMILES | MCL1 BIM primary | GSTO1 inh | Fam108B counter | GLD-1 RNA inh | PME-1 primary | BCLXL inh | MEX-5 binding | TPT1 inh | PAD4 FP inh
O=C(c1ccc(S(=O)(=O)NCC2CCCO2)cc1)N1CCN(c2ccccc2F)CC1 (stereo not drawn) | 13 | 1 | -3 | 1 | 0 | 12 | 1.2 | 0 | 1
O=C(C1CCCCC1)N1CCN(c2ncccn2)CC1 | 5 | -1 | 3 | -2 | -6 | 3 | 0.2 | 1 | -1
CN(Cc1cc2ccccc2[nH]c1=O)S(=O)(=O)c1ccccc1 | -4 | -3 | 3 | 0 | 3 | -4 | -0.4 | 0 | 2

The listing continues.
SMILES | MCL1 BIM primary | GSTO1 inh | Fam108B counter | GLD-1 RNA inh | PME-1 primary | BCLXL inh | MEX-5 binding | TPT1 inh | PAD4 FP inh
O=C(CN(C(=O)c1csnn1)c1ccccc1)NCCc1ccccc1 | 10 | 4 | 1 | 2 | -4 | 5 | -1.6 | -1 | -2
OC(c1ccc(Cl)cc1)C(CN1CCOCC1)c1ccccc1 (stereo not drawn) | 7 | 2 | 2 | -4 | 3 | 6 | 1.2 | -1 | 7
CSc1cccc(NC(N)=S)c1 | 16 | -3 | 5 | 3 | 3 | 10 | 1.9 | -2 | -1
CN(C)S(=O)(=O)c1cccc(NC(=O)c2ccc(-n3cncn3)c([N+](=O)[O-])c2)c1 | -30 | 8 | -2 | 4 | 3 | -10 | 0.6 | 2 | 4
Cc1nnc(SC(C)C(=O)Nc2sc3c(c2C#N)CCCC3)[nH]c1=O (stereo not drawn) | -4 | -5 | -6 | 3 | -5 | 0 | 0.1 | -7 | -4
Cc1c(C(=O)N2CC3(CC(c4cccc(NC(=O)CC(c5ccccc5)c5ccccc5)c4)=NO3)C[C@@H]2C(N)=O)cc([N+](=O)[O-])cc1[N+](=O)[O-] (stereo partly drawn) | -1 | -13 | -10 | -5 | -13 | -2 | -1.1 | 1 | -3
N#Cc1cn(OCc2ccccc2)c(=O)[nH]c1=O | 7 | 0 | -2 | 6 | -1 | 2 | 0.9 | 2 | 4
O=C(Cn1cc(C(=O)c2cccs2)c2ccccc21)NCC1CCCO1 (stereo not drawn) | 11 | 5 | 4 | -1 | 4 | 11 | 1.8 | -6 | -2
O=C(CN1CCN(Cc2cccc(F)c2)CC1)NCc1ccccc1 | 12 | 6 | 2 | 8 | -1 | 4 | 1.7 | -5 | 0
O=C(NCCN1C(=O)S/C(=C\c2ccccc2F)C1=O)C1CCN(S(=O)(=O)c2cccs2)CC1 | -1 | 1 | -9 | -2 | 4 | 6 | -3.3 | 3 | 2
CN(C)C(CNC(=O)c1ccc(NS(=O)(=O)c2cccc([N+](=O)[O-])c2)cc1)c1ccco1 (stereo not drawn) | 10 | 4 | -5 | 3 | -1 | 6 | -1.7 | 0 | -2
CCNC(=O)CCSc1nc2cc(Cl)ccc2o1 | -5 | -3 | -5 | 0 | -2 | 3 | 0.8 | 0 | -1
Cc1noc(C)c1CN1C(=O)NC2(CCCCCCC2)C1=O | 2 | -2 | 2 | 1 | -6 | 3 | 0.2 | 3 | -1
C=CCn1c(NCc2ccccc2)nc2ccccc21 | 6 | 5 | -1 | -4 | 7 | 3 | 0.2 | -1 | 1
CCOC(=O)C1CCN(C(=O)Cn2cc(C(=O)C3CC3)c3ccccc32)CC1 | 6 | -4 | 2 | -5 | -3 | -1 | 0.8 | 1 | -4
O=C(/C=C/c1ccc(Cl)cc1Cl)Nc1cccc(S(=O)(=O)NC2=NCCCCC2)c1 | -3 | -47 | -40 | -2 | -50 | 2 | 2.4 | -1 | -4
COc1ccccc1C(C)Nc1ccc(S(=O)(=O)N2CCN(C)CC2)cc1[N+](=O)[O-] (stereo not drawn) | -14 | . | . | 3 | 6 | -7 | . | . | 2
O=C(NN1CCCCC1)c1ccc(COc2ccc(Cl)cc2)cc1 | -2 | 1 | -2 | -6 | 0 | 2 | 0.2 | 1 | -7
CN(C)CCOC(=O)C12CC3(C)CC(C)(CC(C)(C3)C1)C2 | 4 | 0 | 2 | 2 | -2 | 5 | -2.2 | -3 | -3
CC(C)CC1NC(=O)N(CC(=O)Nc2ccc3c(c2)OCCO3)C1=O (stereo not drawn) | -1 | . | . | 1 | 0 | 0 | . | . | -1
Cc1c(NC(=O)COc2ccc(C(C)C)cc2)c(=O)n(-c2ccccc2)n1C | -1 | 9 | 0 | 8 | -2 | 0 | 0.2 | 3 | -4
CC(C)Sc1nc2c(c(=O)[nH]c(=O)n2C)n1Cc1ccccc1 | -6 | 5 | 3 | 6 | 0 | -1 | -2.1 | -3 | -2
CCOC(=O)N1CCN(C(=O)CNC(=O)c2nn(-c3ccc(OC)c(Cl)c3)c(=O)c3ccccc23)CC1 | 4 | -1 | 0 | -4 | -1 | 4 | 0.1 | 0 | -3
